Compound activity as filed in PubChem BioAssay.
PLC-beta3 inh – blocks human PLC-beta3 enzyme activity | Q01970 | Purified PLC-beta3, fluorogenic substrate, fluorescence | inhibition, % at 12.2 µM | hit rate 0.18% among 370,000 | AID 720704; in the data active = inhibition above about 11%;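 note: 0% = median of compound wells on plate and 100% = full blocker control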
UHRF1 binding – human UHRF1 methylated DNA binding inhibitors; Q96T88; UHRF1 binding to methylated oligo, TR-FRET; inhibition, % at 4.4 µM; hit rate 0.75% among 370,000; in the data active = inhibition above about 21%;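 note: UHRF1 SRA domain binding a hemimethylated CpG hairpin DNA probe; 0% = median of test compound wells and 100% = reference inhibitor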
DDE Tn7 FP inh – DD(E)-Tn7 binding inhibition, primary FP screen | P02675 | FP displacement of FITC-Tn7 peptide from fibrin DD(E); 0% = median of compound wells per plate | inhibition, % at 8.3 µM | hit rate 0.13% among 370,000 | AID 720508;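 active = inhibition above the mean of compounds falling within the control limits plus 3 SD of them, cut at about 14% in these data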;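 note: 0% = plate median of compound wells and 100% = 10 µM Aha-Tn7 peptide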
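System: human fibrin DD(E); quantity: Fibrin-DD(E) at 2 µM final; also added: fluorescent Tn7 probe at 0.1 µM; compound dosing: single nominal test concentration of 8.3 µM per compound; schedule: 10 min preincubation, 3 h with tracer, room temperature; detection: fluorescence polarization of the labelled Tn7 tracer; repeats: one replicate per compound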
ADAM17 inh – ADAM17 inhibition, QFRET primary screen | hit rate 0.83% among 370,000 | P78536 | AID 720648 | inhibition, % at 6.95 µM | recombinant ADAM17, EDANS/DABCYL FRET peptide cleavage;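 active = inhibition above the mean of compounds lying between control limits plus 3 SD, set per campaign, cut at about 8.5% in these data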;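 note: 0% = DMSO-only wells as the low control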
MBD2 DNA inh – inhibitors of human MBD2 binding to methylated oligonucleotide. hit rate 0.31% among 370,000. TR-FRET. Q9UBB5. inhibition, % at 4.4 µM; in the data active = inhibition above about 13%
Target sequence (Q9UBB5 whole entry, looked up): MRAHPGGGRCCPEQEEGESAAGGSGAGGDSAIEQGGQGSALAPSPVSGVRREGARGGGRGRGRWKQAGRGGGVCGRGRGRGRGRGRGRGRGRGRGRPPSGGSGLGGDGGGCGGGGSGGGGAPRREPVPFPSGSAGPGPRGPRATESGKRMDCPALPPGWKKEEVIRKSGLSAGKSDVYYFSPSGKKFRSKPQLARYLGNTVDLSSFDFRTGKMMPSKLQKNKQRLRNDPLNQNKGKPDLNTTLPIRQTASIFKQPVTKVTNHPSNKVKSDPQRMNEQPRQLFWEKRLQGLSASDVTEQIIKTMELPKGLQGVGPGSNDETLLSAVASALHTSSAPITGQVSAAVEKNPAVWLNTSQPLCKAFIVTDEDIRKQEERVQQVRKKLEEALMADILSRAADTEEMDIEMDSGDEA
ASAP1 GAP inh – blocks human ASAP1-stimulated Arf1 GTP hydrolysis; Q9ULH1; hit rate 0.19% among 360,000; inhibition, % at 16.5 µM; AID 624377; GDP FP detection; in the data active = inhibition above about 25%;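 note: 0% = vehicle with enzyme and substrate and 100% = no enzyme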
Target sequence (Q9ULH1 325-724 limits assumed): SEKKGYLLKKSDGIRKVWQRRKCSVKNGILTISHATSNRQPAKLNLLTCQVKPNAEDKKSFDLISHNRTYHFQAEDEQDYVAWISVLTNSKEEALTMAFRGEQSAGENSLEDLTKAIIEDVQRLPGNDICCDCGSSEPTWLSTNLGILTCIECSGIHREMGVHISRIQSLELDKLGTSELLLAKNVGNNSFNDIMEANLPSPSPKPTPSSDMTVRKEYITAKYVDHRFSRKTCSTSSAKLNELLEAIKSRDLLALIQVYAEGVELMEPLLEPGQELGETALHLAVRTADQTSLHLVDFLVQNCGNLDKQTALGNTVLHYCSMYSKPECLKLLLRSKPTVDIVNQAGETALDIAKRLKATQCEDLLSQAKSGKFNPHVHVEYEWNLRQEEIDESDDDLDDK
ARFGAP1 inhibitor – rat ARFGAP1 inhibition | Q62848 | Arfgap1-stimulated ARF1 GTP hydrolysis, GDP FP detection | inhibition, % at 16.5 µM | hit rate 0.26% among 360,000;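 active = inhibition above a per-plate limit, mean inhibition of low control wells plus 3 SD, cut at about 25% in these data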;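 note: 0% = DMSO wells with enzyme and 100% = wells lacking Arfgap1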
Target sequence (Q62848 1-136 limits assumed): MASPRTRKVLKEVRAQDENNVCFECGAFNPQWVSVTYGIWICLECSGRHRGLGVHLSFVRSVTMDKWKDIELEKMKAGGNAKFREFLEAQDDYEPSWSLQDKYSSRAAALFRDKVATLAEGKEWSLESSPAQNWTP
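Replicates: Single well per compound | Assay system: Truncated rat Arfgap1 GAP domain | Control set: No-Arfgap1 wells (100%) versus DMSO full-reaction wells (0%) | Times: Enzyme reaction 120 min at 25 °C after 20 min preincubation | Reagent: Human ARF1(Δ1-17)-GTP substrate | Measured by: Tracer-displacement fluorescence polarization with EDTA stop, 620/688 nm | Measure: Percent inhibition of Arfgap1-stimulated GTP hydrolysis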
DDE Tn6 FP inh – disrupts Tn6 cyclic peptide binding to fibrin D-Dimer-E complex; Fibrin DD(E) TRITC-Tn6 fluorescence polarization displacement; inhibition, % at 8.3 µM; hit rate 0.21% among 370,000; AID 720509;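 active = inhibition above a per-campaign cutoff: mean of compounds within control limits plus 3 SD, cut at about 15% in these data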;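 note: 0% = median of all compound wells on the plate and 100% = blocking peptide control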
proKLK7 act – activators of human kallikrein-7 zymogen; P49862; hit rate 0.9% among 370,000; purified proKLK7, EDANS-DABCYL substrate fluorescence; 100% is mature enzyme control, 0% vehicle; activation, % at 7 µM; AID 652039;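 active = activation above the mean of all tested compounds plus 3 SD, computed per campaign excluding outliers beyond control limits, cut at about 13% in these data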
PLCg1 inh – blocks human PLC-gamma1 enzyme activity; P19174; purified PLC-gamma1, fluorogenic substrate, fluorescence; inhibition, % at 12.2 µM; hit rate 0.84% among 370,000; AID 720700; in the data active = inhibition above about 9.5%
Starred values were filed as active, the others as inactive.

SMILES	PLC-beta3 inh	UHRF1 binding	DDE Tn7 FP inh	ADAM17 inh	MBD2 DNA inh	ASAP1 GAP inh	ARFGAP1 inhibitor	DDE Tn6 FP inh	proKLK7 act	PLCg1 inh
Cc1ccc(S(=O)(=O)N2CCN(C(=O)Cn3c(=O)oc4ccccc43)CC2)c(C)c1	-6	-1	-13	0	2	1	16	1	0.7	3
CC(C)c1ccc(CNc2nc(NCC3CC3)nc3ccsc23)cc1	3	0	6	1	0	0	-5	0	-1.1	3
COc1ccc(NC(=O)C2CCCO2)c(OC)c1 (stereo not given)	-4	-1	2	0	-2	-1	4	-2	0.7	0
COc1ccc(C(=O)Nc2ccccc2C(=O)NCCN2CCOCC2)cc1OC	-8	-2	-3	-5	9	-3	10	3	-0.1	-3
COC(=O)c1ccc(C(=O)N2CCCC(CNC(=O)c3ccc(F)cc3)C2)cc1 (stereo not given)	-4	4	1	-3	3	0	3	1	-0.6	0
CN(CC(=O)Nc1ccc(F)cc1)C(=O)c1ccc(OCc2cn3ccccc3n2)cc1	-6	0	-1	-7	0	8	-1	-1	0.3	0
Cc1nnc(NC(=O)c2ccc3c(c2)NC(=O)CS3)s1	-10	-3	0	-10	-7	-12	-12	8	-0.2	-2
CCOC(=O)c1ccc(S(=O)(=O)N2CCC(N3CCCCC3)CC2)cc1	3	2	-10	0	9	12	5	-4	0.5	1
Cc1ccc(-n2nc(C)c3c(C)c(CCC(=O)NCC4CCCO4)c(=O)n(C)c32)cc1 (stereo not given)	-5	4	2	0	7	-10	5	0	-0.2	0
Cc1ccc(C)c(NS(=O)(=O)c2ccc(-c3ccc(=O)[nH]n3)o2)c1	-2	-3	0	-1	-4	0	-10	6	-0.1	-3
CCCC(=O)NC(=S)NNC(=O)c1ccc([N+](=O)[O-])cc1	2	4	-2	1	4	-12	5	-2	0.0	2
Cc1ccccc1CNC(=O)CCn1nc(C)c2c(C)n(-c3ccccc3)nc2c1=O	-4	22*	0	0	10	-12	3	3	0.1	-1
Cc1ccc(C)c2sc(NC(=O)c3ccc(N4C(=O)CCC4=O)cc3)nc12	-8	2	-1	-2	5	2	8	4	0.0	-4
CC(=O)/C(N=Nc1ccc2c(c1)OCO2)=C(\C)O	-5	-3	3	-3	-9	6	4	3	0.0	-1
COc1ccc(O)c(-c2[nH]ncc2C(=O)c2ccccc2C)c1	3	0	7	-1	-9	-4	0	4	-0.4	-1
COC(=O)c1c(C)[nH]c(C(=O)CSc2ncnc3sc(-c4ccccc4)cc23)c1C	-8	-1	4	-2	7	1	9	-2	-0.5	1
C/C(=N\NC(=S)NC(C)C)c1ccccc1OC(F)F	-1	-2	-10	0	2	-7	0	1	-0.5	0
O=C(c1cccc2ccccc12)N1CCN(Cc2ccccc2F)CC1	-5	-2	2	-4	-4	-5	3	-11	-0.3	2
Cc1ccc(C(=O)NNC(=O)c2ccoc2C)s1	-5	-1	5	-1	-5	-1	11	7	-0.5	-2
CC(C)CC(NC(=O)C1CCC(C)CC1)C(=O)NCc1cccnc1 (stereo not given)	3	-1	-6	1	2	10	-5	-4	0.5	0
CNC(=O)CSc1nnc(-c2ccco2)n1-c1ccc(C)cc1	3	3	6	2	-6	-13	1	0	0.5	4
CCN(CC)C(=O)[C@H]1CC(CC(=O)NC/C=C(\C)CCC=C(C)C)C(=O)N2CCc3c([nH]c4ccc(OC)cc34)[C@]12C (stereo not given in full)	4	-3	-2	2	-1	-3	-6	-5	1.2	-1
CN(C)C(=O)CCc1ccc2c3c([nH]c2c1)[C@]1(C)[C@@H](C(=O)N2CCOCC2)C[C@H](CC(=O)NCCCn2ccnc2)C(=O)N1CC3	1	-1	3	0	-4	-9	-5	5	0.4	-3
N=c1oc2ccc(Br)cc2cc1C(=O)NCc1ccc(F)cc1	-5	-3	3	1	-2	-5	-7	-1	0.4	-2
CCC(C(=O)OCC(=O)NCc1ccc2c(c1)OCO2)c1ccccc1 (stereo not given)	-5	-4	1	0	3	12	11	1	0.5	-6
(cont.)
SMILES	PLC-beta3 inh	UHRF1 binding	DDE Tn7 FP inh	ADAM17 inh	MBD2 DNA inh	ASAP1 GAP inh	ARFGAP1 inhibitor	DDE Tn6 FP inh	proKLK7 act	PLCg1 inh
Cc1cccc(C(=O)NNC(=O)c2ccc(NS(=O)(=O)c3cccs3)cc2)c1C	-5	0	2	-4	-3	-7	-8	-3	0.0	7
CC(=O)/C(=N\Nc1cccc(Cl)c1)Sc1cccc2cccnc12	4	-2	1	-3	0	-4	-1	-8	-0.3	2
COc1ccc(-c2cc(C)nc(SCC(=O)c3cccc([N+](=O)[O-])c3)n2)cc1	3	-1	-10	1	-3	8	-2	2	-0.1	2
COc1cc(/C=C2\NC(=S)NC2=O)ccc1OCc1cccc(C(=O)O)c1	-46	1	-1	-11	3	7	18	4	0.1	-32
Cc1sc2nc(SCC(=O)N(CCO)CCO)nc(N)c2c1C	2	6	-2	-4	3	8	28*	-5	0.0	8
CCN1C(=O)N(C(C)=O)[C@H]2C[C@H](C(=O)N3CCCC3)[C@H](C)[C@H](c3ccccc3)C[C@H]21	0	1	-15	-3	4	-4	-11	8	0.2	2
O=C(CN(C(=O)CCC(=O)Nc1nccs1)c1ccc(F)cc1)NCc1ccco1	1	2	-5	-3	4	11	7	5	0.1	3
CC(=O)c1ccccc1OCC(O)CN1CCN(C(c2ccccc2)c2ccccc2)CC1 (stereo not given)	9	9	-11	11*	4	-2	-2	-1	0.1	9
Cc1ccc(NC(=O)Nc2cccn(Cc3c(F)cccc3Cl)c2=O)cc1	-4	0	3	-3	-6	5	-2	-1	-0.3	-5
CCCCn1c(/N=C/c2ccccc2NS(=O)(=O)c2ccc(C)cc2)nc2ccccc21	-87	-6	1	-4	-7	0	-8	6	-5.1	-78
Cc1cccc(NC(=O)NNC(=O)c2nn(C)cc2Br)c1	1	4	7	-3	0	-5	-3	1	0.0	1
CCOc1cc(/C=N/n2cnnc2)ccc1OCC(=O)Nc1ccccc1OC	1	-2	0	1	-2	12	-4	5	-0.8	0
Cc1ccc(S(=O)(=O)N(C)CC(=O)N2CCCCCC2)cc1	-2	5	-7	5	-2	-3	11	1	0.0	5
COc1ccc(C(=O)N2CCNC(=O)C2CC(=O)Nc2ccc(C)c(C)c2)cc1 (stereo not given)	-3	0	-2	2	6	10	14	8	-0.3	0
C=C(C)[C@@H]1C2=CC(C(=O)OC)=C(C[C@H](C(=C)C)[C@H]3O[C@H]3C3=C[C@H]1OC3=O)O2	1	0	3	-1	-1	2	2	3	1.1	3
C=CCNC(=O)NC(=O)COC(=O)[C@H](C)NS(=O)(=O)c1c(C)c(C)cc(C)c1C	-3	20	2	2	5	-4	0	-12	0.6	2
O=[N+]([O-])c1ccc(O)c(/C=N/Nc2ccc(Cl)nn2)c1	4	3	-2	1	7	13	11	-1	0.7	3
Cc1noc(C)c1COc1ccccc1C(=O)NCc1ccccc1Cl	-5	0	1	-2	3	3	-3	-7	0.2	1
O=C(Nc1cccc(Cl)c1Cl)c1ccccc1NC(=O)C1CC=CCC1C(=O)O (stereo not given)	-110	1	1	-30	5	5	8	4	-1.1	-68
Cc1ccc(S(=O)(=O)N[C@H](CNCc2ccccc2)C(C)C)cc1	4	-2	0	-2	-1	4	4	-7	0.7	-2
COc1ccccc1NS(=O)(=O)c1cccs1	5	1	1	-2	0	-5	1	2	0.5	3
CCOC(=O)c1nc(N)c(=O)n(-c2ccc(C)cc2)n1	1	1	0	-5	-3	13	-16	5	0.3	-2
CC(=O)c1cc2c(cc1NC(=O)CN1Cc3ccccc3C1=O)OCO2	-27	-3	-6	-2	-7	-15	-1	-1	0.2	-12
COCC1CCCCN1C(=O)c1ccc2oc(CCCc3ccccc3)nc2c1 (stereo not given)	-8	0	0	0	2	7	-2	4	1.1	0
CCCCCCn1c(=O)n2n(c1=O)[C@@H]1CN(S(=O)(=O)c3ccc(C)cc3)C[C@]1(O)[C@@H](OC(=O)NCc1ccccc1F)C2	5	4	-2	5	6	3	4	-8	0.4	3
Continuation:
SMILES	PLC-beta3 inh	UHRF1 binding	DDE Tn7 FP inh	ADAM17 inh	MBD2 DNA inh	ASAP1 GAP inh	ARFGAP1 inhibitor	DDE Tn6 FP inh	proKLK7 act	PLCg1 inh
C[C@H](CO)N1C[C@H](C)[C@@H](CN(C)C(=O)Nc2ccccc2)Oc2ccc(NC(=O)CCC(F)(F)F)cc2C1=O	-1	1	2	-2	2	9	-11	1	-0.7	-1
CCC(C)NC(=O)CN(C1CCCCC1)S(C)(=O)=O (stereo not given)	1	-1	3	-3	0	-4	1	6	0.7	-1
CCN(CC)C(=O)[C@H]1C[C@H](CC(=O)NCCc2ccccn2)C(=O)N2CCc3c([nH]c4cc(CCC(=O)N(C)C)ccc34)[C@]12C	-2	21*	-7	-1	7	2	2	-5	0.5	-3
CCC(=O)NNC(=O)Cc1c(C)n(C(=O)c2ccc(Cl)cc2)c2ccc(OC)cc12	-5	-1	0	6	-4	16	3	5	0.7	8
O=C(Nc1ccc2c(c1)OCCO2)c1cc2sccc2n1Cc1ccc(F)cc1	-33	2	-4	7	-4	-1	1	-1	-36	-25
CC(=O)[C@H]1CC[C@H]2[C@@H]3CC=C4C[C@@H](O)CC[C@]4(C)[C@H]3CC[C@]12C	4	0	-1	-1	1	7	17	4	0.2	3
COc1ccc(NC(C)=O)cc1NC(C)C(=O)Nc1ccc(S(=O)(=O)N2CCCCC2)cc1 (stereo not given)	-5	-5	1	3	-7	-4	-4	0	1.4	3
CCC(c1nnnn1-c1ccc2c(c1)OCCO2)N1CCN(c2cccc(C)c2C)CC1 (stereo not given)	-1	16	-1	-4	4	3	11	6	0.1	1
OCC[C@H]1C[C@@H](O)[C@H](O)[C@@]2(OCc3ccccc32)O1	2	-1	3	-3	-5	-5	-5	6	-0.4	-2
CCSc1nc(C2CC2)cc(-c2ccco2)c1C#N	-1	0	-7	-3	-4	8	-5	-6	-0.3	0
O=C(Nc1ccc(N2CCOCC2)cc1)c1cccc(-n2cnnc2)c1	-2	6	-1	0	2	-1	5	-2	0.5	2
Cc1cc(C(=O)NCCc2ccc(Cl)cc2)c2ccccc2n1	-10	2	0	-2	-3	-3	-12	-2	-0.2	-2
Cc1ccccc1-n1cnnc1SCC(=O)N1CCN(c2ccccc2)CC1	6	0	8	4	-2	-12	-5	-9	-0.5	5
CCN(CC(=O)Nc1ccc(Cl)c(S(=O)(=O)N(C)C)c1)CC(=O)NC(C)C	3	-1	-1	0	-6	-6	-8	-1	0.1	0
O=C(NC(=S)Nc1ccccc1Br)c1ccco1	-6	-2	0	-1	-1	4	-4	1	0.0	0

At a glance, some entries already given.
SMILES	PLC-beta3 inh	UHRF1 binding	DDE Tn7 FP inh	ADAM17 inh	MBD2 DNA inh	ASAP1 GAP inh	ARFGAP1 inhibitor	DDE Tn6 FP inh	proKLK7 act	PLCg1 inh
Cc1ccc(S(=O)(=O)N2CCN(C(=O)Cn3c(=O)oc4ccccc43)CC2)c(C)c1	-6	-1	-13	0	2	1	16	1	0.7	3
CC(C)c1ccc(CNc2nc(NCC3CC3)nc3ccsc23)cc1	3	0	6	1	0	0	-5	0	-1.1	3
COc1ccc(NC(=O)C2CCCO2)c(OC)c1 (stereo not given)	-4	-1	2	0	-2	-1	4	-2	0.7	0
